Bioassay records (PubChem BioAssay)
TGFb SMAD3 inh: TGF-b pathway inhibition; HepG2 CAGA-GFP TGF-b/SMAD3 reporter, GFP fluorescence, 18 h; TGF-beta stimulated, 500 pg/mL final; Potency, µM (series often up to 46.1 µM), for the others: top-dose activity, negative = inhibition, hits mostly inhibitors; hit rate 1.2% among 410,000; further: potency means the concentration at half of the fitted maximal effect; on the % scale 0 is the no-effect control and ±100 the full control effect; nearly all actives have a fitted effect of over 65% in size
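GFP signal (ex488/em500-530) from TGF-beta-stimulated HEPG2 CAGA-GFP cells, 500 pg/mL final, 18 h at 37 degrees C in DMEM plus 1% FBS, normalized to unstimulated and DMSO-stimulated controls.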
Nrf2 ARE act: activators of Nrf2 (ARE) signaling | AID 624171 | Potency, µM (top dose mostly 46.1 µM), for the others: at the highest dose activation, actives largely listed as activators | hit rate 0.31% among 410,000 | AREc32 ARE-luciferase reporter (MCF7-derived line), luminescence, 24 h; further: potency means the concentration at half of the fitted maximal effect; % of control where 0% means no effect; nearly all actives have a fitted effect of over 65% in size
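Each well held 1000 AREc32 cells, which were incubated with compound for 24 hr at 37 deg C after overnight attachment, and ARE reporter activity was quantified by firefly luciferase luminescence.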
Nrf2 inh: Nrf2 pathway inhibition | A549 ARE-Fluc reporter, luciferase luminescence, 18-24 h | Potency, µM (series often up to 46 µM), inactives show at the highest dose activity change, negative = inhibition, most hits filed as inhibitors | hit rate 2.1% among 360,000; further: potency means the concentration at half of the fitted maximal effect; on the % scale 0 is the no-effect control and ±100 the full control effect; nearly all actives have a fitted effect of over 60% in size
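In this cell-based qHTS, ARE-driven firefly luciferase in A549 cells reports Nrf2 activity; the luminescent signal after BugLite lysis is the measured value, with a prior CellTiter-Fluor read for cell health.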
ATXN2 expr inh: reduces ATXN2 reporter expression in HEK-293 cells; HEK-293 ATXN2-luciferase reporter, luminescence, 24 h; Potency, µM (series often up to 57 µM), inactives show at the highest dose activity change, negative = inhibition, most hits filed as inhibitors; hit rate 0.72% among 360,000; AID 1745845; further: potency means the concentration at half of the fitted maximal effect; on the % scale 0 is the no-effect control and ±100 the full control effect; nearly all actives have a fitted effect of over 55% in size
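qHTS (up to 57 uM final) was run with 24 h compound exposure of reporter cells at 37 °C. Each well was multiplexed: SteadyGlo luminescence measured ATXN2-luciferase expression after a fluorogenic Gly-Phe-AFC viability readout (25 uM final).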
A549 viability: A549 cytotoxicity, counter-screen for Nrf2 inhibitors; A549 ARE-Fluc cells, CellTiter-Fluor viability, 18-24 h; Potency, µM (top dose mostly 46 µM), without a hit: at the highest dose activity change, negative = cytotoxicity, usual class: inhibitors; hit rate 0.16% among 390,000; further: potency means the concentration at half of the fitted maximal effect; on the % scale 0 is the no-effect control and ±100 the full control effect
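A549 ARE-Fluc cells in 5% FBS OPTI-MEM, 5000 cells/well, rested 2 h then exposed to compounds in concentration-response for 18-24 h at 37 °C. Viability by CellTiter-Fluor fluorescence (Ex 405/Em 525) after 30 min; luciferase luminescence (BugLite, 15 min, RT) read afterwards.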
S2 tox: viability counter-screen for ATXN expression inhibitors; S2 cells (HEK-293 line with an ATXN2-luciferase reporter) viability, CellTiter-Fluor protease fluorescence, 24 h; Potency, µM (top dose mostly 56.7 µM), usual class: cytotoxic; hit rate 0.49% among 400,000; AID 651635; further: potency means the concentration at half of the fitted maximal effect; nearly all actives have a fitted effect of over 40% in size
EPAC2 agonist: activates human EPAC2 exchange factor | EPAC2 activation, biochemical qHTS; response scale: 100% = 6.5 mM cAMP response | Potency, µM (series often up to 154 µM), without a hit: top-dose activation, most hits filed as activators | hit rate 0.079% among 360,000 | Q8WZA2 | AID 720711; further: potency means the concentration at half of the fitted maximal effect; nearly all actives have a fitted effect of over 50% in size
Target sequence (Q8WZA2 whole entry, looked up): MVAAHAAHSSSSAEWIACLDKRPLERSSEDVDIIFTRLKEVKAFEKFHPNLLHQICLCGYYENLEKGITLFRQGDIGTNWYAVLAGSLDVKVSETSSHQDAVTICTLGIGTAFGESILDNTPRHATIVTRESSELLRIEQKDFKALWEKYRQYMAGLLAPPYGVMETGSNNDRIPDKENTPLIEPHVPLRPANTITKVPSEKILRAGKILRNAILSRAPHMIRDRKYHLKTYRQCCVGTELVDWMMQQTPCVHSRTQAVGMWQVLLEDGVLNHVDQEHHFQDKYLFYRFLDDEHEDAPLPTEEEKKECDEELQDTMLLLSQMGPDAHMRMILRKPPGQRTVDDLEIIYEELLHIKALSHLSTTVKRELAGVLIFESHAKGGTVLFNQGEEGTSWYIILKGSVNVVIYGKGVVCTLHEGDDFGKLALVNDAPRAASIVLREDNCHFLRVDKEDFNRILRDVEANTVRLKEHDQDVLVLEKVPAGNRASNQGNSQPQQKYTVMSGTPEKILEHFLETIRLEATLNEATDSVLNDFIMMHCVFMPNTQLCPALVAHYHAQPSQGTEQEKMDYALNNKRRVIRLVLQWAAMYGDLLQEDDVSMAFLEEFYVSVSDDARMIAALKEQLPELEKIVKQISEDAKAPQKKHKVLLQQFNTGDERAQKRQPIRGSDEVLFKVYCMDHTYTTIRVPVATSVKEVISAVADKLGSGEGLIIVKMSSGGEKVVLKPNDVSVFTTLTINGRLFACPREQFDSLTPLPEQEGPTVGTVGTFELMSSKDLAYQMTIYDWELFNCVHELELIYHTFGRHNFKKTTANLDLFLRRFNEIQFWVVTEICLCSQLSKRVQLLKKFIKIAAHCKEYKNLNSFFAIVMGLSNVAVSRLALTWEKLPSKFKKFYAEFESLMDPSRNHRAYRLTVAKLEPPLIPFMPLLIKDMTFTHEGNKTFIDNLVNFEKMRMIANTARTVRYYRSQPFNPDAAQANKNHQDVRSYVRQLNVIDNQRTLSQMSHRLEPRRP
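Setup: EPAC2 100 nM, labeled Rap1B complex 250 nM, free GDP 50 uM. Compound titrations pinned in, brief spin, 5 min room temperature incubation. Kinetic fluorescence read over 30 min, normalized to 6.5 mM cAMP.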
HepG2 viability: HepG2 cytotoxicity, counter-screen for TGF-b inhibitors | HepG2 CAGA-GFP viability, ATP luminescence, 18 h | Potency, µM (top dose mostly 46.1 µM), without a hit: at the top dose activity change, negative = cytotoxicity, usual class: cytotoxic | hit rate 0.76% among 410,000; further: potency means the concentration at half of the fitted maximal effect; some results filed as inactive show a strong effect at the top dose
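CellTiter-Glo luminescence gave cytotoxicity after 18 hours at 37 degrees C. The cells were HepG2 CAGA-GFP in 1% FBS DMEM, stimulated with 500 pg/mL TGF-beta after compound addition. %Activity was normalised to no-cell wells (complete cell-killing) and DMSO (no toxicity), and curves were fitted and classified.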
IL-2 act: activates IL-2 in a cell-based reporter assay; IL-2 activation reporter assay, cell-based qHTS; stimulated with anti-CD3/CD4/CD28 beads; in transgenic mouse T cells; activation, % (series mostly up to about 46 µM); hit rate 0.065% among 360,000; AID 652025; in the data active means activation above about 50%; inconclusive means mostly about 30% to 49%; further: 0% is about no effect
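Screening format: compound pinned onto unstimulated transgenic mouse T cells, 60 min incubation, then anti-CD3/anti-CD4/anti-CD28 bead stimulation for 18 hours at 37 degrees C, followed by EGFP and DsRed detection.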
An asterisk follows results filed as active; [ ] = dose if it differs, or a comment. Unless noted, the call rests on the fitted dose curve; in most records, active means well fitted curve in the direction sought with a large enough effect; inconclusive means small, poorly fitted or top-dose-only effect, or another doubt; inactive means no such curve, though single readings can be large; an effect the other way counts as inactive or inconclusive. Rows are unselected; overall some 4.3% were active at least once.

For O=C1CC(N2CCSCC2)C(=O)N1c1cccc(Br)c1 (stereo not drawn) the results were TGFb SMAD3 inh -6.2%, Nrf2 ARE act -0.7%, Nrf2 inh -9.4%, ATXN2 expr inh 19.4%, A549 viability -6.4%, S2 tox inactive, EPAC2 agonist 5.2%, HepG2 viability -4.5% and IL-2 act 0.1.
For O=C(NCCCN1CCOCC1)C1Cc2c(ccc3ccccc23)O1 (stereo not drawn) the results were TGFb SMAD3 inh -13.0%, Nrf2 ARE act 0.0%, Nrf2 inh 6.1%, ATXN2 expr inh -13.9%, A549 viability 1.2%, S2 tox inactive, EPAC2 agonist 10.7%, HepG2 viability -1.8% and IL-2 act 0.3.
For Cc1nc([N+](=O)[O-])cn1Cc1cccc([N+](=O)[O-])c1 the results were TGFb SMAD3 inh 4.3%, Nrf2 ARE act -0.5%, Nrf2 inh -1.0%, ATXN2 expr inh 0.8%, A549 viability -7.2%, S2 tox inactive, EPAC2 agonist 8.2%, HepG2 viability 6.9% and IL-2 act -0.3.
For COc1ccc(NC(=O)CCc2c(C)nn(-c3ccc(N4CCOCC4)nn3)c2C)cc1Cl the results were TGFb SMAD3 inh 1.1%, Nrf2 ARE act 1.2%, Nrf2 inh inconclusive, ATXN2 expr inh 45.1%[activator], A549 viability 2.7%, S2 tox inactive and HepG2 viability 0.0%.
Screening COc1ccc(C)cc1NC(=O)C/C(C)=N/NC(=O)Cc1cccc2ccccc12 returned TGFb SMAD3 inh 6.4%, Nrf2 ARE act 6.7%, Nrf2 inh -5.9%, ATXN2 expr inh 7.5%, A549 viability 0.1%, S2 tox inactive, EPAC2 agonist 23.1%, HepG2 viability 0.0% and IL-2 act -0.4.
`Cc1cc(C[n+]2cc(Cl)ccc2N)c2ncccc2c1` gave TGFb SMAD3 inh 7.4%, Nrf2 ARE act 0.3%, Nrf2 inh -3.9%, ATXN2 expr inh -23.8%, A549 viability 2.8%, S2 tox inactive, EPAC2 agonist 5.8%, HepG2 viability 2.7% and IL-2 act 0.3.
CN(C(=O)Nc1ccccc1)C1CCCc2ccccc21 (stereo not drawn) was read as TGFb SMAD3 inh 0.0%, Nrf2 ARE act 4.4%, Nrf2 inh inconclusive, ATXN2 expr inh 37.9%, A549 viability 19.8%, S2 tox inactive, EPAC2 agonist 3.8%, HepG2 viability -7.0% and IL-2 act -4.4.
For O=c1cc2c(nn1Cc1ccccc1)-c1ccccc1CC2 the results were TGFb SMAD3 inh -2.2%, Nrf2 ARE act -0.5%, Nrf2 inh 3.7%, A549 viability 6.9%, S2 tox inactive, EPAC2 agonist 6.9%, HepG2 viability 1.3% and IL-2 act -0.4.
Screening CCn1c(SCC(=O)Nc2cc(C)on2)nnc1-c1cccnc1 returned TGFb SMAD3 inh -31.4%, Nrf2 ARE act -0.8%, Nrf2 inh 5.2%, ATXN2 expr inh -15.6%, A549 viability -1.7%, S2 tox inactive, EPAC2 agonist 5.0%, HepG2 viability -15.9% and IL-2 act -1.8.
CCn1c(CSCc2ccc(Cl)cc2)n[nH]c1=S was read as TGFb SMAD3 inh -16.2%, Nrf2 ARE act 0.1%[9.22 µM], Nrf2 inh -8.9%, ATXN2 expr inh -19.4%, A549 viability 13.3%, S2 tox inactive, EPAC2 agonist 3.6%, HepG2 viability -18.3% and IL-2 act -2.8.
Screening Nc1nc(C23CC4CC(CC(C4)C2)C3)[nH]c(=O)n1 returned TGFb SMAD3 inh 3.3%, Nrf2 ARE act -0.9%, Nrf2 inh 1.3%, ATXN2 expr inh -29.4%, A549 viability 8.9%, S2 tox inactive, EPAC2 agonist 5.0%, HepG2 viability 64.0% and IL-2 act 0.1.
Cc1ccc(N(Cc2cccs2)C(=O)C(C)Oc2ccc(Cl)c(C)c2)cc1 (stereo not drawn) was read as TGFb SMAD3 inh inconclusive, Nrf2 ARE act -0.8%, Nrf2 inh inconclusive, A549 viability -0.5% and HepG2 viability -29.3%.
For CCNc1nc(Cl)nc(NC2CCCCC2)n1 the results were TGFb SMAD3 inh 16.3%, Nrf2 ARE act 2.8%, Nrf2 inh inconclusive, ATXN2 expr inh 37.4%[activator], A549 viability -0.3%, S2 tox inactive, EPAC2 agonist -8.4%, HepG2 viability -23.3% and IL-2 act 0.4.
`COc1ccc2c(c1)nc(SCC(O)c1ccccc1)n2C` (stereo not drawn) gave TGFb SMAD3 inh -7.9%, Nrf2 ARE act 13.7%, Nrf2 inh inconclusive, ATXN2 expr inh -7.9%, A549 viability 3.8%, S2 tox inactive, EPAC2 agonist 11.4%, HepG2 viability 6.2% and IL-2 act -0.3.
For Cc1ccc(CNC(=O)CN(c2cccc([N+](=O)[O-])c2)S(=O)(=O)c2ccccc2)cc1 the results were TGFb SMAD3 inh -8.8%, Nrf2 ARE act 2.0%, Nrf2 inh 10.2%, ATXN2 expr inh 0.9%, A549 viability -5.3%, S2 tox inactive, EPAC2 agonist 2.1%, HepG2 viability -5.2% and IL-2 act 0.5.
For Cc1ccc(N=C(NOCc2ccc(Cl)cc2Cl)c2nonc2N)c(C)c1 the results were TGFb SMAD3 inh 15.8µM*, Nrf2 ARE act 5.3%, Nrf2 inh 23.1µM*, ATXN2 expr inh -36.9%, A549 viability -8.8%, S2 tox inactive, EPAC2 agonist -3.2%, HepG2 viability -45.1% and IL-2 act -2.4.
Screening O=C(/C=C/Nc1ccccc1F)c1ccc(Br)cc1 returned TGFb SMAD3 inh 1.8%, Nrf2 ARE act inconclusive, Nrf2 inh inconclusive, ATXN2 expr inh 45.8%[activator], A549 viability -8.8%, S2 tox inactive, EPAC2 agonist 2.6%, HepG2 viability -60.4% and IL-2 act 0.6.
O=C(N/N=C/c1cccs1)c1cncc(Br)c1 was read as TGFb SMAD3 inh -13.2%, Nrf2 ARE act 0.0%, Nrf2 inh inconclusive, ATXN2 expr inh -23.9%[11.3 µM], A549 viability -2.6%, S2 tox inactive, EPAC2 agonist 1.0%, HepG2 viability 1.1% and IL-2 act -1.6.
CCCOC(=O)CSC1=C(C#N)C(c2ccc3c(c2)OCO3)CC(=O)N1 (stereo not drawn) was read as TGFb SMAD3 inh -2.1%, Nrf2 ARE act 0.0%, Nrf2 inh inconclusive, ATXN2 expr inh -20.4%, A549 viability -18.2%, S2 tox inactive, EPAC2 agonist 0.5%, HepG2 viability -19.4% and IL-2 act 0.6.
CCCCC(=O)NNC(=S)NC(=O)c1ccc([N+](=O)[O-])cc1 was read as TGFb SMAD3 inh 10.1%, Nrf2 ARE act 2.7%, Nrf2 inh inconclusive, ATXN2 expr inh inconclusive, A549 viability -4.5%, S2 tox inactive, EPAC2 agonist 5.9%, HepG2 viability -6.1% and IL-2 act -0.2.
Screening Cc1c(S(=O)(=O)N2CCN(C(c3ccccc3)c3ccccc3)CC2)c(=O)n(C)c(=O)n1C returned TGFb SMAD3 inh -10.0%, Nrf2 ARE act -0.6%, Nrf2 inh 4.3%, ATXN2 expr inh -0.8%, A549 viability 14.6%, S2 tox inactive, EPAC2 agonist 8.0%, HepG2 viability -17.6% and IL-2 act -3.1.
For CCC(C)NC(=O)CO/N=C/c1ccccc1OC(F)F (stereo not drawn) the results were TGFb SMAD3 inh inconclusive, Nrf2 ARE act -0.3%, Nrf2 inh -19.3%, ATXN2 expr inh 2.2%, A549 viability -1.4%, S2 tox inactive, EPAC2 agonist 3.1%, HepG2 viability 0.8% and IL-2 act -0.8.
For Clc1ccc(OCCCN2CCCCC2)c(Br)c1 the results were TGFb SMAD3 inh 0.0%, Nrf2 ARE act 0.5%, Nrf2 inh inconclusive, ATXN2 expr inh 6.2%, A549 viability -10.4%, S2 tox inactive, EPAC2 agonist -5.3%, HepG2 viability -28.3% and IL-2 act -0.5.
Screening CCc1ccc2nc(NC(=O)CCCc3cccs3)sc2c1 returned TGFb SMAD3 inh 11.3%, Nrf2 ARE act 5.0%, Nrf2 inh inconclusive, ATXN2 expr inh 32.5%[activator], A549 viability 9.0%, S2 tox inactive, EPAC2 agonist 7.2%, HepG2 viability -13.4% and IL-2 act 0.3.
`Cc1cc(C(F)(F)F)c2c(N)c(C(=O)NCc3ccc(Cl)cc3)sc2n1` gave Nrf2 ARE act 3.7%, ATXN2 expr inh 7.4%, S2 tox inactive, EPAC2 agonist 15.3% and IL-2 act 0.2.
Screening O=C(Nc1ccccc1)Nc1ccc2ncoc2c1 returned TGFb SMAD3 inh 1.2%, Nrf2 ARE act 4.9%, Nrf2 inh inconclusive, ATXN2 expr inh 43.7%[activator], A549 viability 7.0%, EPAC2 agonist -0.4%, HepG2 viability 0.251µM* and IL-2 act -2.0.
For CC(NC(=O)CCCN1C(=O)CCn2nc(-c3cn(C)c4ccccc34)cc21)c1ccccc1 (stereo not drawn) the results were TGFb SMAD3 inh inconclusive, Nrf2 ARE act 5.7%, ATXN2 expr inh -21.4%, A549 viability -0.5%, S2 tox inactive and HepG2 viability -33.1%.
For O=C(CCCN1C(=O)c2cccc3cccc(c23)C1=O)N1CCN(c2ccccc2)CC1 the results were TGFb SMAD3 inh 3.4%, Nrf2 ARE act 1.8%, Nrf2 inh -29.6%, ATXN2 expr inh -12.7%, A549 viability 1.1%, S2 tox inactive, EPAC2 agonist -0.4%, HepG2 viability -27.2% and IL-2 act -3.0.
